mHtt clearance: compounds clearing mutant huntingtin protein; HeLa Exon1htt(103Q)mCFP, aggregate imaging; zero = plate's median compound well; AID 853; inhibition, % at 1.5 µM; 0.42% of 47,000 active;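 active = inhibition of aggregate fluorescence above about 70%, also judged a hit by eye on the cell image, limit read from the data, passing the limit was not always enough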;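 note: cells exposed to compound for three days before fixation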
mHtt clearance grain fraction: recorded beside mHtt clearance, whose call it bears; fraction fluorescence in grains; measured here: aggregate grain fluorescence fraction; hits give low values;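 scaled fraction of total cell fluorescence in grains with unit not stated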
An asterisk follows results filed as active; i = inactive. Only part of the results is shown (hit frequency here may not be typical).

Values run as follows: mHtt clearance | mHtt clearance grain fraction
- CCC(C)(C)n1nnnc1C(c1ccc(C)cc1)N1CCN(C(=O)c2ccco2)CC1 (stereo not given)
    9 | 18
- COc1ccc(-c2ccc(SCC(=O)N3c4ccccc4CC3C)nn2)cc1OC (stereo not given)
    8 | 35
- CCn1ncc(Br)c1C(=O)N(C)C12CC3CC(CC(C3)C1)C2
    30 | 24
- COc1cc(OC)cc(-c2cc(N)n(S(=O)(=O)Cc3ccccc3)n2)c1
    -197 | 139
- CCCn1c(C(O)c2ccc3c(c2)OCO3)nc2ccccc21 (stereo not given)
    27 | 27
- CCN(CC)S(=O)(=O)c1cc(C(=O)O)c(Cl)cc1Cl
    27 | 15
- O=C(OCC(=O)N1CCCCCC1)c1cccs1
    5 | 18
- CCOC(=O)C1CCN(C(=O)c2cccc(Cl)c2)CC1
    8 | 17
- CCC(C)C1NC(=S)N(Cc2ccccc2)C1=O (stereo not given)
    10 | 27
- CCOC(=O)c1c(C)n(C)c2ccc(OCC(O)Cn3c(C)nc4ccccc43)cc12 (stereo not given)
    24 | 14
- CCn1c2ccccc2c2nn(C)c(=N)nc21
    12 | 15
- CCCOC(=O)NC1CCS(=O)(=O)C1 (stereo not given)
    8 | 35
- Cc1c(NC(=O)c2ccc3ncccc3c2)c(=O)n(-c2ccccc2)n1C
    41 | 23
- O=C(CN(C1CCCCC1)S(=O)(=O)c1ccc(Cl)cc1)NCc1ccncc1
    -1 | 38
- CCN(CC)c1ccc(/C=N/n2nnnc2N)c(O)c1
    19 | 17
- CCOc1cc(Br)c(C(=O)O)cc1OCC
    -39 | 25
- COc1cc(OC)cc(C(=O)Nc2cccc(N3CCCC3)c2)c1
    -123 | 39
- Cc1nc2nc(Cc3ccccc3)[nH]n2c(=O)c1Cc1ccccc1
    -5 | 18
- COc1cc(-c2nc(S(=O)(=O)c3ccc(C)cc3)c(N(C)C)o2)cc(OC)c1OC
    46 | 9
- COc1ccc(NS(=O)(=O)c2ccc3c(c2)CCC(=O)N3)c(OC)c1
    13 | 18
- COc1ccc(S(=O)(=O)N(C)c2ccc(C(=O)N3CCOCC3)cc2)cc1OC
    -22 | 24
- c1n[nH]c(NCc2ccc3c(c2)OCO3)n1
    -24 | 50
- COc1ccc(N(CC(=O)O)S(=O)(=O)c2cccnc2)cc1
    71* | 10*
- CSc1nsc(SCC(=O)N2CCCc3ccccc32)n1
    20 | 16
- CC1Cn2c(nnc2-c2cccc(Cl)c2)S1 (stereo not given)
    -6 | 34
- Cc1nc2ncnn2c(C)c1CCC(=O)Oc1ccccc1
    26 | 13
- C=CCn1c(NCc2cc(C)ccc2O)nc2ccccc21
    -22 | 63
- COc1ccc2oc(=O)c(C(=O)N3CCc4ccccc43)cc2c1
    -4 | 38
- Cc1ccccc1OCC(O)Cn1c(NCCN(C)C)nc2c1c(=O)n(C)c(=O)n2C (stereo not given)
    -22 | 61
- CCC(Oc1ccccc1)C(=O)N1CC(C)CC(C)C1 (stereo not given)
    6 | 16
- CCn1nccc1C(=O)Nc1nccs1
    14 | 14
- COc1ccccc1-n1cnc2cc(NS(=O)(=O)c3ccccc3)ccc21
    -5 | 18
- CCCCn1c(SCC(=O)N2CCC(C)CC2)nc2cc(S(N)(=O)=O)ccc21
    51 | 15
- Cc1ccc(N2CCCCn3c2nc2c3c(=O)n(CC(=O)O)c(=O)n2C)cc1
    0 | 22
- Cc1ccc2cc(CCNC(=O)C(C)C)c(=O)[nH]c2c1C
    i | 238
- CC1(O)N(Cc2ccccc2)C(=O)OC12CCCCC2 (stereo not given)
    14 | 37
- CCCCn1c(CN(C)Cc2ccccc2)nc2c1c(=O)n(C)c(=O)n2C
    -8 | 19
- CC1(c2ccc(Cl)cc2)NC(=O)N(CC(=O)N2CCCC2)C1=O (stereo not given)
    -30 | 39
- CC(C)CNC(=O)c1cc2nc(C3CC3)cc(C(F)(F)F)n2n1
    14 | 17
- CCN(CC)CCNC(=O)Cn1nc(-c2ccc(C)cc2)ccc1=O
    4 | 20
- O=C1CC(Cc2ccc(Cl)cc2)C(=O)N1c1ccccn1 (stereo not given)
    5 | 19
- COc1cccc2c(=O)n(CC(=O)N3CCCc4ccccc43)ccc12
    12 | 30
- O=C(CSc1cccc(C(F)(F)F)c1)Nc1ccc(Cl)cc1Cl
    3 | 20
- O=C1CCc2cc(S(=O)(=O)N3CCCC3C(=O)N3CCN(c4ccccc4)CC3)ccc2N1 (stereo not given)
    3 | 51
- COC(=O)c1ccccc1OCC(=O)N1CCN(c2ccc(F)cc2)CC1
    -49 | 56
- COc1ccc(-c2nn(-c3ccccc3)cc2C2CC(c3cccs3)=NN2C(=O)CCCC(=O)O)cc1 (stereo not given)
    -38 | 32
- Cc1ccc(/C=N/n2cnc3sc(-c4ccccc4)cc3c2=O)o1
    -15 | 27
- Cn1nnc(NC(=O)c2ccco2)n1
    35 | 13
- COc1ccc(OC)c(C2C(C(=O)Nc3ccccc3OC)=C(C)Nc3nc(CCCO)nn32)c1 (stereo not given)
    36 | 26
- COc1ccc(C2C3=C(N=C4SCC(=O)N42)c2ccccc2CC3)cc1OC (stereo not given)
    32 | 15
- COC(=O)CSc1nnc(-c2ccccc2OC)n1-c1ccc(C)cc1
    2 | 39
- CCn1c(C)nc2cc(C(=O)NNS(=O)(=O)c3ccc(C)c(C)c3)ccc21
    -19 | 45
- Cc1ccc(-n2nnc3c(SCC(=O)N4CCN(c5ccccc5)CC4)ncnc32)cc1
    -16 | 24
- CC(C)NC(=O)c1ccccc1-c1ccccc1
    14 | 17
- Cc1ccc2[nH]c(-c3ccccc3)c(CN3CCN(C)CC3)c(=O)c2c1
    14 | 33
- N#CC1=C(N)S[C@@H](C(=O)c2ccc(F)cc2)[C@@H]1c1cccs1
    17 | 17
- Cc1cc(C(=O)NCc2ccccc2Br)no1
    -33 | 50
- O=C(c1ccccc1)N1CCN(CC(O)COCC2CC=CCC2)CC1 (stereo not given)
    33 | 23
- Cc1cc(C)n(C/C=C/Cn2nc(C)cc2C)n1
    61 | 7.5
- O=C(NCCCc1ccccc1)c1ccc(Br)o1
    5 | 19

Going on with the list:
Values run as follows: mHtt clearance | mHtt clearance grain fraction
- O=C(NCc1ccc2c(c1)OCO2)c1ccc(=O)[nH]c1
    18 | 16
- O=C(Nc1ccc2c(c1)CCC2)c1cnccn1
    -48 | 30
- COC(=O)Nc1ccc(OC)c(OC)c1
    -38 | 25
- CC1=C(C(=O)Nc2ccccc2)C(c2ccc(C)o2)N2C(=O)CSC2=N1 (stereo not given)
    -13 | 35
- COC(=O)CNc1nc(OC)nc(N(C)C)n1
    9 | 18
- CN(C1=NC(=O)C(CC(=O)Nc2ccc(Br)cc2)S1)c1ccc(O)cc1 (stereo not given)
    8 | 16
- O=C(NC1CCCCCCC1)c1cnccn1
    4 | 29
- Cc1oc(-c2ccc(Cl)cc2)nc1CS(=O)CC(=O)NCCCN(C)C1CCCCC1 (stereo not given)
    23 | 18
- COc1ccc(OC)c(C(=O)c2ccc(C(=O)N3CCCCC3)cc2)c1
    -37 | 29
- CCCCOc1ccc(-c2nnn(CC(=O)c3c[nH]c4ccccc34)n2)cc1
    -14 | 46
- CCCCNc1c2c(nc3c(-c4ccccc4)c(C)nn13)CCC2
    -41 | 28
- CCC(C)NC(=O)c1cc(CC(C)C)on1 (stereo not given)
    -21 | 37
- CCOc1ccc(CNc2ccc(N3CCOCC3)c(C(=O)O)c2)cc1
    2 | 41
- CCOC(=O)N1CCC2(CC1)C(C#N)=C(N)Oc1c2sc2nc(C)cc(C)c12
    8 | 16
- CCC(C)N(C(=O)C(F)(F)F)C(C(=O)NC1CCCCC1)c1ccncc1 (stereo not given)
    -54 | 27
- COC(=O)c1c(N)sc(C(=O)N2CCOCC2)c1C
    -38 | 27
- Cc1cc(C)nc(SCc2nnc(SCC(=O)Nc3c(C)cccc3C)o2)n1
    7 | 17
- Cc1ccc(-c2nc(N)n(C(=O)Cc3ccccc3)n2)cc1
    -12 | 21
- CC(C)(C)OC(=O)NCC(=O)NCC(=O)OCc1ccccc1
    -25 | 46
- O=C1CCSc2cccc3cccc(c23)N1
    13 | 34
- Cc1oc2nc(SCC(=O)NC3CCCCC3)nc(N)c2c1C
    5 | 18
- Cc1ccc(-c2nn(C)c(=O)c3ccccc23)cc1CNC(=O)c1ccco1
    17 | 31
- COc1ccc(OC)c(-c2cc(C(=O)Nc3c(C)nn(Cc4ccc(Cl)cc4)c3C)no2)c1
    30 | 29
- CN(C)c1nc(N)nc(Nc2ccccc2C#N)n1
    8 | 41
- CC(N=c1ccccn1C(=O)Nc1ccc(F)cc1)c1ccco1 (stereo not given)
    -9 | 40
- CCOc1ccc(OCC)c(NC(=O)C2CCCN(S(=O)(=O)c3cccs3)C2)c1 (stereo not given)
    -19 | 43
- CCOc1ccccc1NC(=O)C1CCCN(C(=O)NCc2ccccc2)C1 (stereo not given)
    21 | 35
- CC1CCN(c2nc3c(c(=O)[nH]c(=O)n3C)n2CCCc2ccccc2)CC1
    19 | 40
- C=CCn1c(SCC(=O)Nc2ccc3c(c2)OCO3)nc2ccccc2c1=O
    28 | 12
- COc1nc(-c2ccccc2)ccc1-c1noc(-c2ccccc2)n1
    12 | 30

Some of the entries so far, with the structure last.
mHtt clearance,mHtt clearance grain fraction,Molecule
5,18,Cc1oc2nc(SCC(=O)NC3CCCCC3)nc(N)c2c1C
17,31,Cc1ccc(-c2nn(C)c(=O)c3ccccc23)cc1CNC(=O)c1ccco1

Further results
Values run as follows: mHtt clearance | mHtt clearance grain fraction
- CCOC(=O)c1sc(N)c(C#N)c1COC(=O)CNC(=O)c1ccccc1
    -41 | 28
- CCOC(=O)c1sc2nc(SC)nc(-c3ccc(Cl)cc3)c2c1N
    -12 | 34
- CCn1c(CSc2nnc(-c3cccnc3)n2-c2ccccc2C)nc2cc(C(=O)O)ccc21
    -46 | 26
- O=C(NCCN1CCOCC1)c1cccc(Cl)c1
    -76 | 36
- CCOC(=O)c1c(NC(=O)CSc2n[nH]c(CNc3ccccc3)n2)sc(C)c1C
    -26 | 26
- CC(=O)N(C1=C(O)c2ccccc2C(=O)C1=O)C1CCCCC1
    27 | 16
- CCN(CC)Cc1c(O)ccc2c(-c3ccccc3)cc(=O)oc12
    -7 | 22
- CS(=O)(=O)N(CC(=O)NC1CCCCCC1)Cc1ccc(Cl)cc1
    43 | 11
- COCCn1c(N)c(C(=O)NCc2cccs2)c2nc3ccccc3nc21
    22 | 32
- CCc1nc(Nc2ccc(N3CCN(C(C)=O)CC3)cc2)c2oc3ccccc3c2n1
    -56 | 33
- CCc1c(C(=O)Nc2ccccc2)c(C)[nH]c(=S)c1C#N
    16 | 15
- CC(=O)c1cccc(NC(=O)N2CCCC2C(=O)Nc2cc(C)ccc2C)c1 (stereo not given)
    24 | 31
- O=C(Nc1ccccc1)C(=O)Nc1ccccn1
    -49 | 43
- Cc1ccccc1-c1noc(-c2ccccc2F)n1
    -10 | 22
- CCOc1ccc2[nH]c(=O)c(CN(Cc3cccs3)Cc3nnnn3C(C)(C)C)cc2c1
    -36 | 48

Grouped by structure: those above with a CF3 group.
Values run as follows: mHtt clearance | mHtt clearance grain fraction
- CC(C)CNC(=O)c1cc2nc(C3CC3)cc(C(F)(F)F)n2n1
    14 | 17
- O=C(CSc1cccc(C(F)(F)F)c1)Nc1ccc(Cl)cc1Cl
    3 | 20
- CCC(C)N(C(=O)C(F)(F)F)C(C(=O)NC1CCCCC1)c1ccncc1 (stereo not given)
    -54 | 27

Carrying on.
Values run as follows: mHtt clearance | mHtt clearance grain fraction
- COc1ccc(C(=O)COC(=O)C(C(C)C)N2C(=O)C3C4C=CC(C4)C3C2=O)cc1 (stereo not given)
    -5 | 25
- Cc1ccc(O)c(C(=O)c2cc(C#N)c(=O)n(-c3c(C)n(C)n(-c4ccccc4)c3=O)c2)c1
    42 | 23
- COCCNc1c(-c2ccc(O)cc2)nc2ccc(Cl)cn12
    -15 | 22
- CCOC(=O)N1CCC(N2Cc3cccc(C(=O)Nc4ccc(OC)c(OC)c4)c3C2=O)CC1
    3 | 44
- COc1ccccc1-n1nnnc1SCC(=O)Nc1ccccn1
    10 | 21
- COc1cc2c(cc1OC)CN(C(=O)CCCN1C(=O)c3ccccc3C1=O)CC2
    16 | 29
- CC(C(=O)Nc1ccccc1C(=O)N1CCOCC1)N(c1ccccc1)S(C)(=O)=O (stereo not given)
    44 | 11
- O=C(NCc1ccc(C(F)(F)F)cc1)C1CC(c2c(Cl)cccc2Cl)=NO1 (stereo not given)
    -21 | 47
- COc1ccc(S(=O)(=O)NNC(=O)c2csc(-n3nc(C)cc3C(F)(F)F)n2)cc1
    -5 | 40
- Cn1nnc(NC(=O)c2ccc(C(C)(C)C)cc2)n1
    -30 | 55
- COc1ccc(-c2cc(C(=O)NCc3cccnc3)no2)cc1OC
    -89 | 38
- c1ccc2oc(SCc3cn4ccccc4n3)nc2c1
    4 | 19
- Cc1cc(C)c2c(N)c(C(=O)Nc3nccs3)sc2n1
    -27 | 23
- CCOC(=O)c1cnc(SCc2nc(N)nc(Nc3ccc(F)cc3)n2)nc1N
    44 | 9.5
- O=C(CCN1C(=O)c2ccccc2C1=O)NCCC1=CCCCC1
    9 | 37
- N#Cc1nc(Cc2ccccc2)oc1NCc1ccccc1
    -2 | 20
- Cc1ccc(Cn2ccc(NC(=O)c3noc4c3CCc3ccccc3-4)n2)cc1
    -17 | 23
- CCOC(=O)c1nn(-c2ccc(C)c(C)c2)c(=O)c2c(N)scc12
    -5 | 41
- CC(C)c1cc(C(=O)Nc2cc(Br)ccc2O)no1
    -47 | 48
- COC(=O)c1sccc1NC(=O)c1cc(C)on1
    -14 | 23
- O=C(Cn1cnc2c(nnn2Cc2ccc(Cl)cc2)c1=O)OCc1ccccc1
    -62 | 34
- CC1(C)C2(C#N)C(N)=NC3(OCCO3)C12C#N (stereo not given)
    14 | 36
- Cc1ccc(N=Cc2c(O)n(-c3cc(Cl)ccc3N3CCOCC3)c(=O)c3ccccc23)cc1C
    -21 | 24
- Cc1cccc(NS(=O)(=O)c2ccc(C3CCCCC3)cc2)n1
    47 | 17
- CN(C)S(=O)(=O)N1CCN(C(=O)c2ccccc2)CC1
    31 | 12
- CCOC(=O)C1=C(C)N=C2SC(C(=O)OC)=CC(=O)N2C1c1cccc(OC)c1 (stereo not given)
    4 | 30
- Cc1ccc2nc(NC(=O)CN(C)S(=O)(=O)c3cccc4nsnc34)sc2c1
    33 | 13
- COC(=O)Cn1ncn2cccc2c1=O
    35 | 12

Screens from PubChem BioAssay.
